Xi reactivation – X-chromosome reactivation activator; XiGFP mouse fibroblasts, % GFP-positive cells imaging, 3 d; cells co-treated with 5-aza-dC sensitizer; scaled so ellipticine positive control = 100%; activation, % at 7.58 µM; 0.055% of 360,000 active;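 active means mean normalized replicate activation at least 10% and every replicate at or above 10%; inconclusive means only one of the two criteria met; inactive means mean below 10% and not all replicates reach 10%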;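 further: 0% = median of on-plate neutral control wells and 100% = ellipticine 6 µM median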
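System: SV40-immortalized XiGFP fibroblast cells, line 68-5-11 / Incubation: 3-day compound exposure, then 15 min fixation at room temperature / Compound: single concentration per compound, delivered by pin transfer / Buffer or medium: DMEM plus 5-aza-dC sensitizer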
EWS-Fli inh – inhibitors of EWS/Fli oncoprotein transcriptional activity. inhibition, % at 12.6 µM. A673 NR0B1-luciferase reporter, viability-normalised. 0.67% of 350,000 active;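 active means mean inhibition of at least 50% after viability correction, with every replicate also passing that limit; inconclusive means mean reaches 50% but only one of two replicates passes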;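 further: firefly luciferase signal divided by Alamar Blue viability fluorescence both relative to DMSO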
ERp5 block – inhibitors of human ERp5; Q15084; ERp5 insulin aggregation, absorbance 650 nm, 90 min; inhibition, % at 9.99 µM; 0.05% of 350,000 active; AID 651711;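 active means mean replicate inhibition above about 25%, with every replicate also reaching it, limit read from the data, passing the limit was not always enough; inconclusive means only one of those two criteria met; inactive means neither criterion met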
Target sequence (Q15084 whole entry, looked up): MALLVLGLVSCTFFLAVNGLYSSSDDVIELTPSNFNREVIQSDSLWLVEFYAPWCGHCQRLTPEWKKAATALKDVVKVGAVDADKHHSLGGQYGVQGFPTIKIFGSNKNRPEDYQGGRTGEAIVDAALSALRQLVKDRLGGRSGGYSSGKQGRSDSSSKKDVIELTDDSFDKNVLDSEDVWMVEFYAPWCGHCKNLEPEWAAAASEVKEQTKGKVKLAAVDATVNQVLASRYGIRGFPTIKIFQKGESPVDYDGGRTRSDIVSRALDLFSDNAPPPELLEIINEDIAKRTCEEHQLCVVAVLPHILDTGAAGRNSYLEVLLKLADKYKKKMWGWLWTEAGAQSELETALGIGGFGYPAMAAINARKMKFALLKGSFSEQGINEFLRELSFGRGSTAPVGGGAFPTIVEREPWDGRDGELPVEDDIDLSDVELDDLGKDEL
DENV2 CPE rescue – DENV2-induced cell death inhibition; 1.7% of 350,000 active; DENV2-infected cells, cytopathic effect rescue, plate reader; CPE inhibition, % at 9.99 µM; AID 651640; in the data active means CPE inhibition above about 20%, passing the limit was not always enough; inconclusive means no clear call, values can overlap the other calls; tested in BHK-21 cells;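 further: 0% = median of neutral control wells and 100% = median of positive control wells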
GSIS activator – GLuc luminescence reporter in INS-1E cells, primary screen for activators of glucose-dependent secretion of insulin; INS-1E GLuc reporter insulin secretion, 2-3 h; activation, % at 16.6 µM; 0.61% of 370,000 active;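 active means lowest replicate activation of at least 40%, so every replicate reaches that level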;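 further: 0% = median of neutral control wells and 100% = median of IBMX positive control wells; some compounds called inactive have numbers as strong as hits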
ARNT TACC3 PPI – disrupts binding between human ARNT and TACC3; Q9Y6A5; AlphaScreen His-ARNT PAS-B/GST-TACC3 binding, luminescence; TACC3 fragment carries E629A point mutation; inhibition, % at 9.99 µM; 0.66% of 390,000 active; AID 623870;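 active means mean inhibition of replicates at least 50% and at least half of replicates each reaching 50%; inconclusive means half or more replicates reach 50% but mean below 50%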;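 further: 0% = complete ARNT plus TACC3 wells and 100% = ARNT alone without TACC3; many hits fall short of the cut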
CFTR F508del cor – CFTR F508del correction in bronchial cells | CFBE cells, YFP halide quenching; stimulated with forskolin plus potentiator P3; % fluorescence drop versus neutral controls | AID 720511 | 0.36% of 350,000 active | activity (quench increase), % at 7.58 µM;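 active means mean added fluorescence quench of at least 8% versus neutral control, with both replicates also reaching 8%; inconclusive means only one of the mean or replicate conditions met; inactive means mean below 8% and not both replicates reaching 8%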;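 further: cells transiently co-express mutant CFTR-F508del with the halide-sensitive YFP; corrector assay measuring rescue of mutant channel to the surface after 24 h compound exposure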
PAX8 inh HTS – PAX8 transcriptional activity inhibition | RMG-I TPO-luciferase reporter, SteadyGlo, 24 h | 1.2% of 360,000 active | inhibition, % at 12.6 µM | AID 652154;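 active means mean replicate inhibition at least 60% with every replicate also reaching 60%; inconclusive means only one of the two criteria is met; inactive means mean below 60% and not all replicates reaching 60%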;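 further: luciferase light reporting Pax8 driven TPO promoter activity; plate controls were median of neutral control wells for no effect and mitoxantrone controls for full effect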
* marks the source's active call; other numbers are inactive results; ? = inconclusive; · = no result given.

SMILES	Xi reactivation	EWS-Fli inh	ERp5 block	DENV2 CPE rescue	GSIS activator	ARNT TACC3 PPI	CFTR F508del cor	PAX8 inh HTS
CCNC(=O)C[C@@H]1CC[C@@H]2[C@H](COc3ccc(NC(=O)Nc4cccc(C)c4)cc3C(=O)N2C)O1	0.1	0	4	-13	6	-4	2.2	19
CCCN1CCCCC(NC(=O)c2ccccc2OC)C1=O (stereo not drawn)	0.2	-13	-5	-4	23	·	-0.2	4
CCN(CC)CCCn1c2c(c(SCC(=O)Nc3ccccc3Cl)nc1=O)CCC2	0.0	-11	14	?	-2	30	0.8	7
Cc1ccccc1NC(=O)c1ccc2c(c1)C(=O)N(CC(C)C)C2=O	0.3	-18	-2	19	-5	0	-0.4	-18
Cc1cccc(C)c1NC(=O)C1(C)CSCC(=O)N1Cc1cccc(C(F)(F)F)c1 (stereo not drawn)	-0.1	8	0	34*	-22	·	-0.5	5
O=C(C[C@@H]1CC[C@H]2[C@@H](COC[C@@H](O)CN2Cc2ccc(Cl)cc2)O1)Nc1nccs1	0.1	-2	7	5	-10	-7	4.1	-5
Cc1ccc(-c2nn(-c3ccc(F)cc3)cc2C(=O)NCC2CCCO2)cc1 (stereo not drawn)	0.0	-20	2	3	-2	-1	-2.1	-6
C/C=C/c1ccc([C@H]2[C@@H](CO)N(C(=O)Cc3cccnc3)[C@@H]2CNC(C)=O)cc1	0.0	-4	-1	11	10	-4	3.0	14
C/C=C/c1ccc2c(c1)O[C@@H](CN(C)C(=O)c1ccc(F)cc1)[C@H](C)CN([C@@H](C)CO)S2(=O)=O	-0.9	-5	2	-9	-20	6	·	1
COC(=O)c1ccc(CS(=O)(=O)c2ccc(F)cc2)o1	0.2	7	-1	9	21	-6	9.5*	-16
Cc1cc(C)c(C)c(S(=O)(=O)NCc2ccncc2)c1C	0.0	44	3	0	-26	2	2.0	23
OC[C@@H](O)C1OC2NC(=S)OC2C1O (stereo partly drawn)	0.4	-4	9	4	-1	0	3.4	-1
CCC(Oc1ccc(Br)cc1Cl)C(=O)Nc1nnc(C2CC2)s1 (stereo not drawn)	-0.1	-2	1	-3	-12	-1	2.1	9
CCCn1cnc2c(oc3ccccc32)c1=O	0.0	-35	3	6	3	-2	2.1	5
O=C(NCc1ccccn1)c1nc(-c2cccs2)no1	0.2	4	6	7	-12	·	-4.8	-15
COc1ccc(Cl)cc1-c1nc(SCC(=O)NCC2CCCO2)n[nH]1 (stereo not drawn)	0.0	-18	-7	-2	-1	2	-1.2	53
CNC(=S)N(Cc1cccs1)Cc1cc2ccc(OC)cc2[nH]c1=O	0.0	8	-2	5	-13	20	·	-2
COCC1CCN(C(=O)C2CCC(=O)N(CCc3cccc(F)c3)C2)CC1 (stereo not drawn)	0.2	-3	-9	4	22	-14	0.3	-14
COc1ccc(CCNC(=O)/C=C/c2ccc(S(=O)(=O)N3CCOCC3)cc2)cc1	0.0	0	-12	3	-9	0	-2.5	-13
CCOC(=O)[C@@H]1[C@H]2COc3ccccc3[C@@H]2N2C(=O)N(c3ccc(OC)cc3)C(=O)[C@]12C	0.1	-8	6	?	3	-4	1.3	2

Laid out differently: results already given
Under each structure: Xi reactivation, EWS-Fli inh, ERp5 block, DENV2 CPE rescue, GSIS activator, ARNT TACC3 PPI, CFTR F508del cor, PAX8 inh HTS
C/C=C/c1ccc2c(c1)O[C@@H](CN(C)C(=O)c1ccc(F)cc1)[C@H](C)CN([C@@H](C)CO)S2(=O)=O
 : -0.9, -5, 2, -9, -20, 6, ·, 1
COC(=O)c1ccc(CS(=O)(=O)c2ccc(F)cc2)o1
 : 0.2, 7, -1, 9, 21, -6, 9.5*, -16
Cc1cc(C)c(C)c(S(=O)(=O)NCc2ccncc2)c1C
 : 0.0, 44, 3, 0, -26, 2, 2.0, 23
OC[C@@H](O)C1OC2NC(=S)OC2C1O (stereo partly drawn)
 : 0.4, -4, 9, 4, -1, 0, 3.4, -1
CCC(Oc1ccc(Br)cc1Cl)C(=O)Nc1nnc(C2CC2)s1 (stereo not drawn)
 : -0.1, -2, 1, -3, -12, -1, 2.1, 9
CCCn1cnc2c(oc3ccccc32)c1=O
 : 0.0, -35, 3, 6, 3, -2, 2.1, 5

New compounds follow.
SMILES	Xi reactivation	EWS-Fli inh	ERp5 block	DENV2 CPE rescue	GSIS activator	ARNT TACC3 PPI	CFTR F508del cor	PAX8 inh HTS
CCCNC(=O)N1C[C@H](C)[C@H](OC)CN(C)C(=O)c2ccc(NC(C)=O)cc2OC[C@@H]1C	0.2	3	-4	10	11	-4	-1.3	-6
CCc1ccc(NC(=O)c2ccc3c(=O)n4c(nc3c2)CCCCC4)cc1	0.0	-27	-3	16	·	-1	-2.3	1
O=C(O)c1cc(NC(=O)c2ccc([N+](=O)[O-])cc2)cc(NC(=O)c2ccc([N+](=O)[O-])cc2)c1	0.3	0	4	8	-6	1	-0.8	-10
CC(=O)c1sc(-c2ccc(F)cc2)cc1NS(=O)(=O)c1ccccc1	0.1	3	2	-3	21	-10	0.0	14
CN(C)S(=O)(=O)c1cccc(C(=O)NC2CCSc3ccccc32)c1 (stereo not drawn)	0.2	-3	5	-2	-3	4	3.0	-2
O=C(CN1C(=O)C2C3CC(C(Br)C3Br)C2C1=O)N1CCN(Cc2ccccc2)CC1 (stereo not drawn)	0.2	7	1	-4	-1	-3	0.2	1
C[C@@H]1CN([C@@H](C)CO)C(=O)c2cc(NC(=O)Nc3ccc4c(c3)OCO4)ccc2O[C@@H](C)CCCCO[C@@H]1CN(C)C(=O)Cc1ccccc1	-0.6	-11	0	?	-10	19	1.0	5
CCCNC(=O)C1(CC2CC(c3ccccc3)=NO2)CCN(C(=O)OC(C)(C)C)CC1 (stereo not drawn)	0.0	8	2	20	·	3	0.0	17
O=C(C[C@@H]1CC[C@@H](NC(=O)Cc2cccnc2)[C@@H](CO)O1)NCc1ccc2c(c1)OCO2	-0.3	0	1	-6	13	-4	0.7	7
CC(=O)NNC(=S)NC(=O)c1ccc(C)cc1	0.8	2	0	-5	10	-1	-0.7	3
COCCNC(=O)C1(C)CCN(C(=O)c2ccc(OC)c(F)c2)C1 (stereo not drawn)	-0.1	4	5	?	25	·	-2.6	-1
COc1cc(NC(=S)N2CCCCC2C)c(OC)cc1Cl (stereo not drawn)	0.0	4	4	9	-3	2	2.8	-13
O=[N+]([O-])c1ccc(CSc2ccc(S(=O)(=O)N3CCOCC3)cn2)cc1	-0.1	5	4	-3	-13	-1	1.9	4
CN(C)C(=O)C[C@H]1C=C[C@@H](NS(=O)(=O)c2ccccc2)[C@@H](CO)O1	0.3	-5	5	3	11	-10	-0.8	-8
Cc1noc(C)c1S(=O)(=O)Nc1ccc2c(c1)C(=O)N([C@@H](C)CO)C[C@H](C)[C@H](CN(C)Cc1ccc(C(F)(F)F)cc1)O2	-1.1	6	-5	-1	-33	7	-2.4	-17
Nc1ccc(C(=O)N2CCN(S(=O)(=O)c3ccc(Br)cc3)CC2)cc1[N+](=O)[O-]	-0.2	16	3	-1	-30	8	-2.4	20
CCOc1ccccc1N1CC(C(=O)Nc2ccc3c(c2)OCCO3)CC1=O (stereo not drawn)	0.0	-8	3	12	-14	0	-4.3	-7
COc1ccc(NC(=O)Nc2cccc3c2O[C@H](CN(C)C(=O)Nc2ccc(F)cc2)[C@H](C)CN([C@H](C)CO)C3=O)cc1	-1.0	-3	4	1	-14	-2	1.7	-9
C[C@H](CO)N1C[C@H](C)[C@@H](CN(C)CC2CCCCC2)OCCCC[C@H](C)Oc2ccc(NS(=O)(=O)c3ccc(F)cc3)cc2C1=O	0.3	1	1	-7	-4	0	0.2	1
COC(CN(C)C(=O)c1cn(C)c2ccc(S(=O)(=O)N(C)C3CCCCC3)cc2c1=O)OC	0.2	·	-4	4	-5	0	-1.7	-11

Full records, quoted from the list.
Listed for C[C@H](CO)N1C[C@H](C)[C@@H](CN(C)CC2CCCCC2)OCCCC[C@H](C)Oc2ccc(NS(=O)(=O)c3ccc(F)cc3)cc2C1=O : Xi reactivation = 0.3; EWS-Fli inh = 1; ERp5 block = 1; DENV2 CPE rescue = -7; GSIS activator = -4; ARNT TACC3 PPI = 0; CFTR F508del cor = 0.2; PAX8 inh HTS = 1
Listed for COc1ccc(Cl)cc1-c1nc(SCC(=O)NCC2CCCO2)n[nH]1 (stereo not drawn) : Xi reactivation = 0.0; EWS-Fli inh = -18; ERp5 block = -7; DENV2 CPE rescue = -2; GSIS activator = -1; ARNT TACC3 PPI = 2; CFTR F508del cor = -1.2; PAX8 inh HTS = 53

(next part)
SMILES	Xi reactivation	EWS-Fli inh	ERp5 block	DENV2 CPE rescue	GSIS activator	ARNT TACC3 PPI	CFTR F508del cor	PAX8 inh HTS
Cc1csc(NC(=O)C2=COCCO2)n1	0.0	-55	4	-6	23	0	-3.7	-131
CCOC(=O)N1CCN(C(=O)C[C@H]2C[C@@]3(C(=O)OC)C(=C[C@H](C4CCCC4)O[C@@H]3C)N(Cc3ccccc3)C2=O)CC1	0.1	-7	7	-11	·	·	-3.0	17
Cc1ccccc1-c1cc2nc(NCc3ccccc3F)n(C)c(=O)c2s1	8.9	9	1	-9	-2	·	0.4	12
CC(=O)c1cccc(NC(=O)COC(=O)c2ccc3c(c2)OCCO3)c1	0.0	-5	-3	-7	3	-3	-1.1	-11
CCOC(=O)c1c2c3c(c(Cl)ccc3[nH]c1=O)C(=O)c1ccccc1-2	0.3	-1	3	·	4	8	-1.4	8
COc1cc(/C=N/NC(=O)CNC(=O)c2ccncc2)ccc1OC(C)=O	0.0	12	-2	-3	63	-6	1.8	7
COc1ccc(CN2C[C@@H](C)[C@@H](OC)CN(C)C(=O)c3ccc(NC(C)=O)cc3OC[C@H]2C)cc1	-0.2	-4	-5	-3	1	-9	-0.5	9
COc1ccc(/C=C2\SC(=O)N(CCNC(=O)CCS(=O)(=O)c3ccc(C)cc3)C2=O)cc1	0.0	·	·	·	18	24	·	-110
CCOc1ccc(C(Nc2cccnc2)c2cc(Cl)c3cccnc3c2O)cc1 (stereo not drawn)	0.0	43	3	·	-1	-117	-2.3	?
C[C@H]1CCCCO[C@@H](CN(C)Cc2ccncc2)[C@@H](C)CN([C@@H](C)CO)C(=O)c2cc(NS(=O)(=O)c3ccccc3)ccc2O1	-0.1	-3	-2	-4	-1	-27	-1.6	17
COc1cc(NCCCNC(C)C)c2nccc(C)c2c1	0.1	-34	6	8	9	77*	-4.3	2
COc1ccc(CCN2C(=O)N[C@@H](C(C)C)C2=O)cc1	0.0	16	-5	14	-19	-4	0.5	-11
